FLuc inh – Photinus pyralis luciferase inhibition. hit rate 2.5% among 76,000. Potency, µM (series often up to 115 µM), for the others: top-dose activity change, negative = inhibition, usual class: inhibitors. purified P. pyralis luciferase, luminescence, biochemical; also: potency is read from the fitted curve at half-maximal effect; nearly all actives have a fitted effect of over 65% in size
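Cell-free enzyme assay, 10nM P. pyralis luciferase, luciferin and ATP each at 10uM. Inhibition profiled over a 6-point titration, read as luminescence.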
3T3 cytotox – NIH 3T3 cell cytotoxicity | NIH 3T3 viability, CellTiter-Glo ATP luminescence, 48-72 h | Potency, µM (series often up to 96.7 µM), inactives show at the highest dose activity change, negative = cytotoxicity, hits mostly inhibitors | hit rate 4.3% among 94,000 | AID 1345082; also: potency is read from the fitted curve at half-maximal effect; nearly all actives have a fitted effect of over 55% in size
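Mouse fibroblast NIH 3T3 cells, 400 per well, received compound via pintool and were incubated for 48 or 72 hr prior to CellTiter-Glo ATP luminescence measurement.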
HEK cytotox – kills HEK 293 cells; HEK 293 viability, ATP luminescence (CellTiter-Glo), 48-72 h; Potency, µM (doses to about 115 µM), without a hit: at the highest dose activity change, negative = cytotoxicity, hits mostly inhibitors; hit rate 6.6% among 94,000; AID 1345083; also: potency is read from the fitted curve at half-maximal effect; nearly all actives have a fitted effect of over 60% in size
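HEK 293 cells seeded at 250 cells/well were exposed to compound for 48 or 72 hr at 37 degree Celsius. Viability taken as ATP content by CellTiter-Glo luminescence.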
SNCA expr inhib – reduces expression of the alpha-synuclein gene; Potency, µM (titrated, usually from 57.2 µM), for inactives: at the top dose activity change, negative = inhibition, actives largely listed as inhibitors; hit rate 0.17% among 140,000; HEK-293 SNCA-luciferase knock-in, luminescence, 24 h;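 also: potency is read from the fitted curve at half-maximal effect; plate controls were DMSO cells for no effect and cell-free wells for full effect; nearly all actives have a fitted effect of over 45% in size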
IP6K1 inhibitor – inhibitors of human IP6K1 | IP6K1 kinase, ADP-Glo luminescence, 2 h; active compounds read low | activity change, % (series mostly up to about 58 µM) | hit rate 0.81% among 140,000 | AID 1645851; in the data active = activity change below about -25%
Target sequence (Q92551 whole entry, looked up): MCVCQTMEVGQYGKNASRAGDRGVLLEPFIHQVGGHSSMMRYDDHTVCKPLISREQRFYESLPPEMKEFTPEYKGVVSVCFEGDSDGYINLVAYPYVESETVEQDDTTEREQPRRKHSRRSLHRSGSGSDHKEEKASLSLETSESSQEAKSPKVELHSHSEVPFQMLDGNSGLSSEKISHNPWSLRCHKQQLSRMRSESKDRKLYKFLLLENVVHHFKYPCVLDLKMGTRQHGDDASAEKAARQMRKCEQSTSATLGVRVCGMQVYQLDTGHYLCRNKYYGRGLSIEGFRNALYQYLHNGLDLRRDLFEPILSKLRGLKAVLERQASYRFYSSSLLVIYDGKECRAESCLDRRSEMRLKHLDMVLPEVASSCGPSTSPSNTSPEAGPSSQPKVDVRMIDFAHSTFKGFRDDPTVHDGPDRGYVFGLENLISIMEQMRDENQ
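ADP-Glo luminescence measures ADP made by human IP6K1 during a 2 h RT reaction with ATP/IP6 (mix at 1.3 mM/130 uM); top library doses 57.5 and 19.1 uM final.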
HEK293 viab – reduces viability of HEK-293 SNCA reporter cells | HEK-293-SNCA-luc viability, GF-AFC fluorescence, 24 h | Potency, µM (top dose mostly 57.1 µM), for inactives: at the highest dose activity change, negative = cytotoxicity, usual class: cytotoxic | hit rate 0.12% among 150,000 | AID 1671193;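 also: potency is read from the fitted curve at half-maximal effect; 0% = DMSO-treated cells and -100% = medium-only wells without cells; nearly all actives have a fitted effect of over 30% in size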
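Cytotoxicity counterscreen: after 24 h compound treatment of genome-edited SNCA-luciferase HEK-293 cells, live-cell protease substrate GF-AFC read by fluorescence after 30 min; activity scaled between DMSO (0%) and medium-only (-100%), curves Hill-fitted.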
GPT2 inhibitor – GPT2 alanine aminotransferase inhibition; Q8TD30; Recombinant GPT2, coupled pyruvate oxidase/HRP Amplex Red fluorescence; Potency, µM (top dose mostly 57.7 µM), for inactives: at the top dose activity change, negative = inhibition, hits mostly inhibitors; hit rate 0.25% among 100,000; also: potency is read from the fitted curve at half-maximal effect; nearly all actives have a fitted effect of over 60% in size; many of its hits are not listed in these tables
Target sequence (Q8TD30 whole entry, looked up): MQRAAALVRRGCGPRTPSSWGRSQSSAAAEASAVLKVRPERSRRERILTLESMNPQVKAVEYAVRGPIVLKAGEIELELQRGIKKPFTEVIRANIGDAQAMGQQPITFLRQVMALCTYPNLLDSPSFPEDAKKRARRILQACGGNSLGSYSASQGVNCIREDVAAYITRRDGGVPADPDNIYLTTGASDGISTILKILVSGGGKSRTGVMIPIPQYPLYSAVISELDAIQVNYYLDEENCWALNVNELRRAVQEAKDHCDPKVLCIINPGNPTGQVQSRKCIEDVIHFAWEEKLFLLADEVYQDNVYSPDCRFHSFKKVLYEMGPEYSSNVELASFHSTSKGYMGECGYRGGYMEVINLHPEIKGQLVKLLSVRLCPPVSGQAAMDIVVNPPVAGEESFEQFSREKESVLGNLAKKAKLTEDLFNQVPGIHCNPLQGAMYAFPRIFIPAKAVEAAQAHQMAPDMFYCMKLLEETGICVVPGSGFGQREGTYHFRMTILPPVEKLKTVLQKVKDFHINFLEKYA
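Recombinant GPT2 (10ng/uL) with 250uM a-KG and 2mM L-alanine, 30 min at room temperature, in HEPES pH 7.5 buffer. Pyruvate detected by pyruvate oxidase/HRP/Amplex Red fluorescence after 30 min in the dark; AOA (50uM) as positive control.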
The depositor's hits bear a star; i = inactive; u = inconclusive; x = not tested or not shown; [ ] = remark or other dose. Unless noted, calls follow the shape of the dose curve; as a rule, active = well fitted curve in the direction sought with a large enough effect; inconclusive = small, poorly fitted or top-dose-only effect, or another doubt; inactive = no such curve, though single readings can be large; an effect the other way counts as inactive or inconclusive. Unless noted, % is scaled to controls: 0 for no effect and ±100 for the full control effect. The order is random. About 7.7% of those tested had a hit in this group.

mol	FLuc inh	3T3 cytotox	HEK cytotox	SNCA expr inhib	IP6K1 inhibitor	HEK293 viab	GPT2 inhibitor
COCCNC(=O)CC1=C2CCCCC2NC1=O (configuration not stated)	-1%	i	i	-13%	11	4%	i
Cc1ccc(C)c(NC(=O)CN2C(=O)C(C)(C)c3ccccc32)c1	x	x	x	34%[activator]	33	4%	x
COCc1nc(-c2cccc(NC(=O)CC[C@H]3NC(=O)c4ccccc4NC3=O)c2)n[nH]1	-8%	3%	10%	u	19	-6%	3%
Cc1ccc(-c2cc(N3CCCN(C(=O)c4ccccn4)CC3)n[nH]2)cc1C	-12%	i	u	61%[activator]	-3	10%	i
CCOc1ccc(NC(=O)CSC2=Nc3ccccc3C3=NC(CCC(=O)NCc4ccccc4)C(=O)N23)cc1 (configuration not stated)	x	x	x	10%	5	10%	x
C=Cc1ccc(Cn2c(C(=O)O)c(CNCc3ccccc3)c3ccc(OC)cc32)cc1	x	x	x	-27%	0	u	x
CN1CCCCCCN(C(=O)Nc2ccc3c(c2)OCCO3)CCC1=O	4.5µM*	-11%	-1%	110%[activator]	-5	4%	0%
Cc1cnc(C2CC2)n1C1CCCN(C(=O)C(C)C)C1 (configuration not stated)	1%	-12%	-1%	-12%	-3	-6%	-11%
Cc1ccc(OCCSc2nc3ccccc3n2CCC(=O)O)cc1	x	x	x	27%	17	-3%	x
O=C([C@H]1C[C@H](Oc2cccnc2)CN1C(=O)c1nccc2ccccc12)N1CCOCC1	-6%	4%	3%	-25%	10	-6%	-10%
CCOCCn1c(=O)n(Cc2noc(C(C)(C)C)n2)c2cc(C(=O)O)cnc21	5%	-1%	1%	3%	-16	6%	4%[11.5 µM]
COc1cccc(NC(=O)Cn2c(=O)n(-c3ccc(Cl)cc3)c(=O)c3sc4ccccc4c32)c1	x	x	x	-10%	-1	u	x
COc1ccc(CNC(=O)c2ccc3c(c2)N(C)C2CCCCN2C3=O)c(OC)c1 (configuration not stated)	-8%	-19%	2%	-4%	-3	-3%[12.5 µM]	1%
CNC(=O)N1CCC2(CC1)CN(C(C)=O)CC2COC (configuration not stated)	3%	-15%	4%	1%	16	5%	-16%
COCCNC(=O)c1cc(-c2cccc(F)c2)nc2c1cnn2C	x	u	u	x	1	x	x
Cc1ccc(Cl)cc1N1CCN(C(=O)c2noc3c2CCCC3)CC1	x	x	x	u	4	-16%	x
CCOc1ccc(S(=O)(=O)NCCc2sc(-c3ccc(C)cc3)nc2C)cc1	x	x	x	31%[activator]	-1	-13%	x
CSc1ccc(Cn2nnc(C(=O)Nc3ccc(C)cc3Cl)c2N)cc1	x	x	x	67%[activator]	1	10%	x
CC(C)CNC(=O)N1C[C@@H](Oc2cccnc2)C[C@H]1C(=O)N1CCOCC1	-11%	-3%	i	-3%	4	1%	u
CCOC(=O)c1ccc(NC(=O)c2c(NCc3cccs3)sc3c2CCCC3)cc1	x	x	x	7%	-31*	-7%	x

3 entries from above, sorted by formula weight, lowest first.
mol	FLuc inh	3T3 cytotox	HEK cytotox	SNCA expr inhib	IP6K1 inhibitor	HEK293 viab	GPT2 inhibitor
Cc1cnc(C2CC2)n1C1CCCN(C(=O)C(C)C)C1 (configuration not stated)	1%	-12%	-1%	-12%	-3	-6%	-11%
COc1cccc(NC(=O)Cn2c(=O)n(-c3ccc(Cl)cc3)c(=O)c3sc4ccccc4c32)c1	x	x	x	-10%	-1	u	x
CCOc1ccc(NC(=O)CSC2=Nc3ccccc3C3=NC(CCC(=O)NCc4ccccc4)C(=O)N23)cc1 (configuration not stated)	x	x	x	10%	5	10%	x

Further results
mol	FLuc inh	3T3 cytotox	HEK cytotox	SNCA expr inhib	IP6K1 inhibitor	HEK293 viab	GPT2 inhibitor
CCn1nc(C2CCN(C(=O)CCO)CC2)nc1-c1cnc(N)c(-c2nnc(C(C)(C)C)o2)n1	x	x	x	x	-20	0%	3%
Cc1ccc2c(C)c(C(=O)N3CCCn4cncc4C3)oc2c1	5%	-10%	u	0%	-6	0%	0%
CN(C)C[C@H]1C[C@H](CO)CN(C(=O)c2cccc(CCC(C)(C)O)c2)C1	-4%	-11%	-8%	2%	-12	4%	3%[11.5 µM]
c1cnc(-c2n[nH]c(C3CCCCN3)n2)cn1 (configuration not stated)	-3%	i	22%	-2%	0	0%	0%
CCCCSCCCNC(=O)C1CCC(CNS(=O)(=O)c2c(C)cc(C)cc2C)CC1 (configuration not stated)	x	x	x	87%[activator]	0	19%	x
O=c1c2cnn(-c3ccc(F)cc3)c2ncn1Cc1ccc(F)cc1	x	x	x	-17%	22	8%	x
COCCC(=O)N1Cc2c(ncn2Cc2ccccc2)C[C@H]1C(=O)OC	-4%[172 µM]	0%[174 µM]	-17%[172 µM]	u	-6	-3%[87.6 µM]	i
CCOc1cc(C(=O)Nc2cc3c(cc2N2CCOCC2)n(C)c(=O)n3C)cc(OCC)c1OCC	x	x	x	43%[activator]	-8	-2%	x
Cc1ccc(-c2nc3ncccc3o2)cc1NC(=O)c1ccccc1Br	x	x	x	46%[activator]	1	-6%	x
O=C1CC2(CCN(C(=O)c3cnn4ccccc34)CC2)CN1Cc1ccccc1	-2%	-20%	u	-19%	5	-4%	1%
N#Cc1cccnc1N1CCN(Cc2ccccc2F)C(CCO)C1 (configuration not stated)	1%	u	u	5%	3	5%	i
CCn1cc(C(=O)N(C)Cc2ccccc2)c(=O)c2cc(S(=O)(=O)N3CCCCCC3)ccc21	x	x	x	4%	-11	-12%	x
O=C(C[C@@H]1CCNC[C@@H]1Cc1cc(CSc2ccccc2)on1)NCc1cccs1	3%	u	u	1%	-4	-2%	-1%
CNC(=O)N1CCC(C2CCN(C(=O)c3cnccc3C)C2)CC1 (configuration not stated)	4%	1%	i	-2%	11	-3%[12.5 µM]	i
O=[S+]([O-])(c1cccnc1)c1nnn2c1nc(NCc1ccncc1)c1ccccc12	x	0%	-3%	4%	11	4%	i
COc1ccc(CN(C)Cc2csc(C)n2)cc1CN1CCCC1	2%	-23%	i	u	9	-10%	3%
Cc1noc(-c2ccc(OC3CN(C(=O)Cc4ccsc4)C3)cc2)n1	-6%	-25%	u	1%	2	-4%	4%
CC(C)CNC(=O)N1CCN(S(=O)(=O)c2ccc3c(ccn3C)c2)CC1	x	x	x	-9%	0	6%	x
N#Cc1ccccc1Cn1c(=O)n(-c2ccccc2)c(=O)c2c3c(sc21)CCC3	x	x	x	-6%	3	-5%	x
COC(=O)c1ccc2nc(C[C@@H]3C[C@@H](C(C)C)[C@H](CNC(=O)c4ccccc4)C=C3C)[nH]c2c1	-3%	u	u	2%	8	-17%	-12%
O=C(c1cn2cc(Cl)ccc2n1)N1CCc2nc(-c3ccccc3)[nH]c2C1	-18%	-40%	-23%	-18%	-10	2%	i
CCOC(=O)N1CCC(NC(=O)c2c(C)nn(-c3ccc(C)cc3)c2-n2cccc2)CC1	x	x	x	4%	13	-6%	x
Cc1ccc(Cl)cc1N1CCN(C(=O)c2sc3nc4n(c(=O)c3c2C)CCC4)CC1	x	x	x	2%	-1	-7%	x
CN1C(=O)CC(C(=O)O)C12CCN(Cc1ccc(CCC(C)(C)O)cc1)CC2 (configuration not stated)	-11%	-16%	-17%	-28%	-15	11%	-3%
Cc1cc(NC(=O)N2CCCC(Cn3cnc4cccnc43)C2)ccc1Br (configuration not stated)	-4%	u	u	39%[activator]	-5	0%	-4%
CCN1c2cc(C(=O)NCc3ccc(Cl)cc3)ccc2C(=O)N2CCCCC21 (configuration not stated)	7%	u	u	1%	3	8%[12.5 µM]	i
Cc1c(C(=O)NCc2ccccc2)oc2c1-c1[nH]ncc1CC2	x	x	x	-6%	-1	8%	x
Cn1ncc2c(C(=O)NCc3cccnc3)cc(-c3ccc(C(F)(F)F)cc3)nc21	x	u	u	x	-3	x	x
Cn1cccc1CN1C[C@@H](CO)[C@H](c2ccncc2)C1	-11%	-28%	u	3%	-9	10%	u
COC(=O)N[C@H](C(=O)N[C@@H](Cc1ccccc1)[C@@H](O)CN(Cc1ccc(-c2ccccn2)cc1)NC(=O)[C@@H](NC(=O)OC)C(C)(C)C)C(C)(C)C	x	x	x	11%	25	-5%	1%
Cn1c(=O)c2c(n3c4ccccc4nc13)NC(=O)CC2c1cccc(F)c1 (configuration not stated)	x	x	x	35%	-3	14%	x
COc1cccc(CN2CCC(N3C(=O)C4(CCCCC4)C3c3ccncc3)CC2)c1OC (configuration not stated)	-10%	u	u	-11%	-6	1%[12.5 µM]	-21%
Cn1cccc1C(=O)N1CC(c2nc(CCOCC3CCCC3)no2)C1	-6%	-15%	u	16%	5	4%	u
Cc1cccc(NC(=O)CCc2c(C)nc3nc(CNC(=O)c4cccc(F)c4)nn3c2C)c1	x	x	x	17%	0	5%	x
CN1CC(=O)N(C2CCCNCC2)Cc2c(NC3CCCCC3O)ncnc21 (configuration not stated)	x	i	i	-28%	8	-2%	-6%
Cc1c(CNCCc2ccc(S(N)(=O)=O)cc2)c(C(=O)O)c(C)n1Cc1ccc(Cl)cc1	x	x	x	-10%	20	3%	x
O=C(N[C@H]1CCN2C(=O)c3cc(-c4ccsc4)ccc3NC(=O)[C@@H]2C1)c1cccs1	-13%	u	u	-6%	-11	-5%	i
Cc1ccc(NC(=O)[C@H](Cc2ccccc2)N2Cc3ccccc3C2=O)cc1F	x	x	x	34%[activator]	-3	0%	x
CC1(c2ccccc2)N(Cc2ccccc2)C(=O)OC12CCN(Cc1ccncc1)CC2 (configuration not stated)	-3%[172 µM]	u	u	-24%[87.6 µM]	-8	-7%[87.6 µM]	-6%[88.5 µM]
CCCc1noc(-c2cn(C3CCN(C(=O)c4cc(F)ccc4F)CC3)nn2)n1	8%	u	u	17%	2	2%	i
Cc1nc(-c2ccc(Cl)cc2)n(Cc2cc(F)cc(F)c2)c(=O)c1CCO	-1%	u	u	-12%	-6	9%	-12%
CS(=O)(=O)N(C1CCOCC1)C1CN(C(=O)NCc2ccccc2)C1	9%	-11%	i	-2%	7	2%	-5%

Record cards, as listed above:
Profile of Cn1c(=O)c2c(n3c4ccccc4nc13)NC(=O)CC2c1cccc(F)c1 (configuration not stated) = FLuc inh: x; 3T3 cytotox: x; HEK cytotox: x; SNCA expr inhib: 35%; IP6K1 inhibitor: -3; HEK293 viab: 14%; GPT2 inhibitor: x
Profile of COC(=O)N[C@H](C(=O)N[C@@H](Cc1ccccc1)[C@@H](O)CN(Cc1ccc(-c2ccccn2)cc1)NC(=O)[C@@H](NC(=O)OC)C(C)(C)C)C(C)(C)C = FLuc inh: x; 3T3 cytotox: x; HEK cytotox: x; SNCA expr inhib: 11%; IP6K1 inhibitor: 25; HEK293 viab: -5%; GPT2 inhibitor: 1%

High-throughput results from PubChem.
